# LGR2 inh – inhibitors of bursicon-induced Drosophila LGR2 receptor cAMP signaling. HEK293 LGR2, CRE-luciferase, bursicon-stimulated, 4 h. inhibition, % at 9.99 µM. hit rate 0.35% among 380,000;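 active means drop in luminescence signal, shown as inhibition above about 50% in the replicate tests, limit read from the data, passing the limit was not always enough; inconclusive means probably only some replicates passing the limit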;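 further: agonist challenge used bursicon conditioned medium at about half maximal strength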
# FN deposition inh – fibronectin deposition inhibition | inhibition, % at 12.6 µM | AID 743247 | hit rate 0.086% among 350,000 | AH1F fibroblasts, Alexa488-fibronectin deposition fluorescence, overnight;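 active means mean inhibition across replicates of 30% or more, regardless of how many single replicates reach that level; inconclusive means mean under 30% yet at least half of replicates reach 30%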;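 further: positive control wells lacked labelled fibronectin entirely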
#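 Material: AH1F fibroblast monolayer depositing Alexa488-labelled fibronectin into matrix | Input: 10000 AH1F cells/well | Medium: DMEM plus 2% serum, read in PBS | Reagent: Alexa488-fibronectin, 24 nM final in well | Compound dosing: One dose per compound, pinned | Schedule: 1 h adhesion, overnight exposure | Measured by: Fluorescence at 485 nm excitation, 525 nm emission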
# Casp6 inh – inhibitors of human caspase-6; P55212; purified caspase-6, Z-VEID-R110 cleavage fluorescence; inhibition, % at 12.5 µM; hit rate 0.53% among 350,000;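 active means mean inhibition across replicates at least about 35%, with every replicate also reaching that limit, limit read from the data; inconclusive means only one of the two criteria met; inactive means neither criterion met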;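 further: 0% = median of neutral control wells and 100% = no fluorescence left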
# Target sequence (P55212 24-179 limits assumed): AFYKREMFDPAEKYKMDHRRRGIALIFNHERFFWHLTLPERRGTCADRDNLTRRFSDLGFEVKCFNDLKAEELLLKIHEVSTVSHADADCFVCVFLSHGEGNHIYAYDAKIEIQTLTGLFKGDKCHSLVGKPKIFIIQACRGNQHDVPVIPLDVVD
# Target sequence (P55212 194-293 limits assumed): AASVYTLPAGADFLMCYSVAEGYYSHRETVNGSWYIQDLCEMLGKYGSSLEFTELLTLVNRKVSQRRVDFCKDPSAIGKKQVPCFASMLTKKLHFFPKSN
# Cneo AK release – causes C. neoformans cell lysis; adenylate kinase release luminescence, 4 h; normalised: neutral wells 0, clomiphene wells 100; lysis activity, % at 15 µM; hit rate 0.2% among 360,000; AID 651654;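 active means mean lysis activity across replicates of at least 80%, whatever share of replicates individually reach that level; inactive means mean lysis activity below 80%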
#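 Signal: Adenylate kinase release luminescence | Assay system: Log-phase Cryptococcus neoformans yeast cells | Input: Cells at 5 × 10^6 per mL | Buffer or medium: Fresh YPD growth medium | Compound: Single dose | Schedule: Static 4 h at 37 °C with compound, 1 h detection | Controls: Clomiphene | Read-out: Luminescence rise reflecting yeast cell lysis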
# miR122 inh – miR-122 inhibition in Huh7 cells. Huh7 miR-122 Renilla luciferase sensor, 48 h; neutral wells = 0, positive control = 100. activation (reporter increase), % at 12.5 µM. hit rate 0.3% among 340,000;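 active means mean replicate activation score at least 90 and every replicate individually at or above 90; inconclusive means only one of the two criteria met; inactive means neither criterion met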;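 further: higher luciferase means less miR-122 activity so hits act as miR-122 inhibitors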
# PAX8 inh HTS – PAX8 transcriptional activity inhibition | RMG-I TPO-luciferase reporter, SteadyGlo, 24 h | inhibition, % at 12.6 µM | hit rate 1.2% among 360,000 | AID 652154;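 active means mean replicate inhibition at least 60% with every replicate also reaching 60%; inconclusive means only one of the two criteria is met; inactive means mean below 60% and not all replicates reaching 60%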;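 further: luciferase light reporting Pax8 driven TPO promoter activity; plate controls were median of neutral control wells for no effect and mitoxantrone controls for full effect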
# PGC1a acetyl inh – lowers PGC1a acetylation signal in U2OS cells. AlphaScreen anti-acetyl-lysine; with virally co-expressed GCN5 acetyltransferase. inhibition, % at 15.6 µM. hit rate 0.17% among 350,000. AID 651687;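 active means every replicate shows inhibition of at least 40%; inconclusive means mean inhibition at least 40% but some replicate below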;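 further: 0% = neutral control wells and 100% = positive control wells; some results beyond the cut were filed as inactive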
# EWS-Fli block – EWS/Fli transcriptional activity inhibition; A673 NR0B1-luciferase reporter, viability-normalised; inhibition, % at 12.6 µM; hit rate 0.67% among 350,000;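 active means mean inhibition of at least 50% after viability correction, with every replicate also passing that limit; inconclusive means mean reaches 50% but only one of two replicates passes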;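 further: firefly luciferase signal divided by Alamar Blue viability fluorescence both relative to DMSO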
# Active calls of the source: *; u = inconclusive; x = not tested or not shown; & = joins results of further samples; [ ] = dose if it differs, or a comment.
SMILES,LGR2 inh,FN deposition inh,Casp6 inh,Cneo AK release,miR122 inh,PAX8 inh HTS,PGC1a acetyl inh,EWS-Fli block
CCO[C@@H]1OC(C(=O)NCc2ccccc2)=C[C@H](c2cn(C(C)=O)c3ccccc23)[C@H]1CCCO,1,8,-5,-2,4,26,3,5
Cc1c(Cl)cccc1NC(=O)CSC(N)=O,-9,x,0,0,0,3,x,-6
O=C(NCc1ccc(F)cc1)c1cc(C2CCCCN2S(=O)(=O)Cc2ccccc2)on1 (centres undefined),-5,4,-2,-1,13,1,-1,6
Cc1cc(C)c2c(=O)n3c(nc2c1)C(Cc1ccccc1)NC(=O)c1cccnc1-3 (centres undefined),x,10,11,2,-3,8,x,4
O=C(N[C@@H]1CC[C@@H](CCn2cc(C3(O)CCCC3)nn2)O[C@@H]1CO)C1CCOCC1,12,-6,-1,49,x,-8,11,2
COc1ccc(OC)c(-c2cnc(OC(C)(C)C)nc2OC(C)(C)C)c1,24,-7,x,0,10,11,3,71*
COc1ccc(CN(C)C[C@@H]2Oc3ccc(NS(=O)(=O)c4cccs4)cc3C(=O)N([C@H](C)CO)C[C@H]2C)cc1,4,0,-1,x,-4[16.7 µM],x,1,-10
O=C(NCCc1c[nH]c2ccccc12)Nc1ccccc1,x,4,x,-1,-3,-16,-22,x
N#C[C@@H]1[C@@H](c2ccccc2)[C@@H](CO)N1S(=O)(=O)c1ccc(-c2ccccc2)cc1,-7,14,1,-1,x,12,4,16
O=C(C[C@@H]1C[C@H]2c3cc(NC(=O)c4cccnc4)ccc3O[C@H]2[C@@H](CO)O1)NC1CCCCC1,11,x,4,55,7[16.7 µM],-1,-5,-3
O=C(Nc1ccccc1O)c1nc(Cl)ccc1Cl,22,-6,3,x,2,21,10,16
O=C(c1ccc2c(c1)OCO2)N1C[C@@H]2[C@H](c3ccccc31)[C@H](CO)N2Cc1cccnc1,7,6,5,-1,-12[16.7 µM],-4,5,-10
Cn1nnnc1SCC(=O)N1CCN(Cc2ccccc2)CC1,-19,x,0,x,-4,x,16,-4
Cc1noc(C)c1S(=O)(=O)Nc1ccc2c(c1)C(=O)N([C@H](C)CO)C[C@H](C)[C@@H](CN(C)S(=O)(=O)c1cccs1)OCCCC[C@@H](C)O2,10,-12,x,-1,-3[16.7 µM],-4,-4,-8
CCNC(=O)C[C@H]1CC[C@H]2[C@H](COc3ccc(NC(=O)Nc4ccccc4F)cc3C(=O)N2C)O1,-8,3,0,-4,18[16.7 µM],-2,-3,4
C[C@@H]1CN([C@H](C)CO)S(=O)(=O)c2ccc(C#Cc3ccncc3)cc2O[C@H]1CN(C)C(=O)C1CCOCC1,2,x,-1,0,-14[16.7 µM],48,2,-2
Cc1cccc(-n2cnc3cc(C(=O)N4CCCCC4)ccc32)c1,x,0,x,-4,2,x,1,x
O=C1c2cccnc2C(Nc2ccccc2)N1Cc1ccco1 (centres undefined),x,0,x,-3,1,-10,-1,x
CCSc1sc(CC)cc1C=O,2,7,1,x,x,-6,x,4
OCCC1CN(Cc2ccon2)CCN1Cc1ccc(F)c(F)c1 (centres undefined),3,17,1,1,2,5,9,0
COc1ccc(CC(=O)NCc2nnc(SCC(=O)N3CCN(c4ccccc4)CC3)n2C)cc1,x,-1,x,-1,3,1,5,x
O=C(Nc1cccn2ncnc12)c1cccc(C(F)(F)F)c1,7,-1,4,2,-3,-26,13,-15
Cc1ccc(OCC(=O)N/N=C/c2cccn2C)cc1,x,4,x,1,3,x,-3,x
O=C(CSc1nc(-c2ccccc2)c(-c2ccccc2)o1)NC1CCS(=O)(=O)C1 (centres undefined),-6,-10,3,x,x,6,-13,0
COc1ccc(N2CCN(C(=O)c3cccc(N4C(=O)C5C6C=CC(C6)C5C4=O)c3)CC2)cc1 (centres undefined),14,13,-3,0,-10,-5,-2,x

# New compounds follow:
SMILES,LGR2 inh,FN deposition inh,Casp6 inh,Cneo AK release,miR122 inh,PAX8 inh HTS,PGC1a acetyl inh,EWS-Fli block
O=C(CSc1cccc[n+]1[O-])CSc1cccc[n+]1[O-],4,-1,3,x,x,0,27,32
Cc1cc(OC(=O)N2CCOCC2)cc(C)c1Cl,x,5,x,3,-3,-1,7,x
CN(C)CC(=O)Nc1ccc2c(c1)[C@@H]1C[C@@H](CC(=O)NCCN3CCCCC3)O[C@@H](CO)[C@@H]1O2,6,x,1,7,-4[16.7 µM],-15,8,-5
COc1ccccc1N(CC(=O)NCCSCc1ccccc1)S(C)(=O)=O,8,2,-1,-1,2,-23,-5,1
C[C@@H]1CN([C@@H](C)CO)C(=O)c2cccc(NS(=O)(=O)c3ccc(Cl)cc3)c2O[C@H]1CN(C)C(=O)Nc1cccc2ccccc12,-1,x,0,0,-6[16.7 µM],x,-4,16
CO[C@@H]1CN(C)C(=O)c2cc(NC(=O)C3CC3)ccc2OC[C@H](C)N(C(=O)Cc2ccccn2)C[C@H]1C,-4,15,0,-11,x,1,-1,10
Cc1ccccc1NC(=O)C1CCN(S(=O)(=O)c2cccc3nonc23)CC1,-13,-2,1,3,x,3,x,-8
C/C=C/c1ccc2c(c1)O[C@H](CN(C)C(=O)Cc1ccccc1)[C@H](C)CN([C@H](C)CO)S2(=O)=O,8,5,0,6,-5[16.7 µM],x,-2,18
COCCNC(=O)C1CCCN(C(=O)c2cc(-c3cccs3)oc2C)CC1 (centres undefined),-9,5,24,-3,x,7,6,3
COc1ccc(-c2csc(C(C)(O)c3ccc(F)c(F)c3)n2)cc1 (centres undefined),-4,0,4,11,-7,-3,-5,-2
C=CCn1c(N)cc(=O)nc1SC(C)C(=O)Nc1cccc2ccccc12 (centres undefined),11,x,x,-1,3,x,-12,x
CC(=O)Nc1ccc(S(=O)(=O)N2CCN(c3cc(C)nc4ncnn34)CC2)cc1,x,4,-3,x,x,-1,x,-3
Cc1noc(C)c1NC(=O)N(C)C[C@@H]1OCCCC[C@H](C)Oc2ccc(NC(=O)Nc3ccccc3)cc2C(=O)N([C@H](C)CO)C[C@@H]1C,-3,x,x,17,6[16.7 µM],-24,-4,-10
Cc1ccc(C(C)C)c(OCC(=O)NNC(=O)C2CSC3(C)CCC(=O)N23)c1 (centres undefined),-5,1,9,x,-4,8,-13,-3
O=C(NC1CCCCC1)C1CCCN1S(=O)(=O)c1cccc2nsnc12 (centres undefined),x,-3,x,-1,2,x,0,x
O=C(c1cc(COc2ccc(F)cc2Cl)on1)N1CCC(c2ccncc2)CC1,5,6,1,x,0,6,-4,-2
COc1cc(N)c2ncsc2c1,21,2,0,-4,-5,26,1,5
CCn1c(/C=C/c2cc(Br)ccc2O)nc2ccccc2c1=O,30,7,1,-3,8,33,18,11
O=C(Nc1cccc(Br)c1)C1CC(=O)N(C2CCCC2)C1 (centres undefined),17,2,0,-1,9,28,9,10
O=C(CN1C(=O)c2cccc3cccc1c23)NCc1ccccn1,x,-25,x,-1,x,-11,3,x
CC1(C2CC2)NC(=O)N(CC(=O)N2CCN(c3ccc(F)cc3)CC2)C1=O (centres undefined),3,-4,-5,0,-1,x,-20,-4
Cc1ccc(C(C(=O)NC(C)(C)C)N(CCCN2CCOCC2)C(=O)c2ccc(-c3ccccc3)[nH]2)o1 (centres undefined),10,x,-3,x,x,-15,x,-7
O=C(CSc1ccc(-c2cccnc2)nn1)N1CCCC1,0,-18,1,x,x,-5,7,-2
C[C@H](CO)N1C[C@H](C)[C@H](CN(C)C(=O)Nc2ccc3c(c2)OCO3)Oc2c(NS(=O)(=O)c3ccccc3)cccc2C1=O,x,x,-1,-2,-1[16.7 µM],x,11,-57
C[C@H]1CN([C@@H](C)CO)C(=O)c2cccc(NC(=O)Nc3ccc(F)cc3)c2O[C@H]1CN(C)Cc1ccccc1,-15,x,0,47,21[16.7 µM],3,-30,1

# 4 entries picked at random from the list so far:
SMILES,LGR2 inh,FN deposition inh,Casp6 inh,Cneo AK release,miR122 inh,PAX8 inh HTS,PGC1a acetyl inh,EWS-Fli block
COc1ccccc1N(CC(=O)NCCSCc1ccccc1)S(C)(=O)=O,8,2,-1,-1,2,-23,-5,1
O=C(CN1C(=O)c2cccc3cccc1c23)NCc1ccccn1,x,-25,x,-1,x,-11,3,x
O=C(CSc1ccc(-c2cccnc2)nn1)N1CCCC1,0,-18,1,x,x,-5,7,-2
O=C(CSc1cccc[n+]1[O-])CSc1cccc[n+]1[O-],4,-1,3,x,x,0,27,32

# Further structures
SMILES,LGR2 inh,FN deposition inh,Casp6 inh,Cneo AK release,miR122 inh,PAX8 inh HTS,PGC1a acetyl inh,EWS-Fli block
Cc1cc(C)nc(N/N=C/C=C/c2ccccc2)n1,-19,-7,x,8,6,-9,-6,x
O=C(Nc1ccccc1)Nc1ccc2c(c1)[C@H]1C[C@@H](CC(=O)N3CCOCC3)O[C@@H](CO)[C@H]1O2,-8,-7,x,-2,6[16.7 µM],-1,-5,4
COc1ccc(S(=O)(=O)NCCc2ccco2)cc1OC,-10,1,1,-9,36,-5,13,5
CCC(Oc1ccccc1)C(=O)Nc1ccccc1N1CCCCC1 (centres undefined),15,0,-2,2,-2,x,x,-2
O=C(NCC1CCCO1)C(c1cccs1)N(C(=O)Cn1nnc(-c2cccs2)n1)C1CCCC1 (centres undefined),x,1,x,-1,53,18,10,x
O=C(NC1CCCC1)[C@@H]1[C@@H](CO)[C@@H]2Cn3c(cccc3=O)[C@@H]2N1CC1CCOCC1,-9,0,-1,x,x,x,8,-4
O=C(C1=C[C@@H](C2CCCCC2)C[C@@H](OCCCCO)O1)N1CCOCC1,-23,-4,0&-2,2&-2,-15,-18&-7,0&3,-9&-6
Cc1c(NC(=O)COc2ccc(C(C)C)cc2)c(=O)n(-c2ccccc2)n1C,-1,-6,-1,4,-1,15,-4,9
COC(=O)c1ccsc1NC(=O)CCc1ccccc1,-43,-4,-1,-5,-5,-90,-3,-73
C[C@H]1CN([C@@H](C)CO)C(=O)c2cccc(NC(=O)NC3CCCCC3)c2O[C@@H]1CN(C)CC1CCCCC1,-4,x,0,1,38[16.7 µM],x,9,12
CCc1ccc(OC(C)C(=O)Nc2ccccc2C(=O)N2CCOCC2)cc1 (centres undefined),-16,-2,2,2,x,14,x,-6
Cc1onc(-c2c(Cl)cccc2Cl)c1C(O)c1ccc(F)cc1 (centres undefined),-3,-1,6,-2,0,-7,-10,4
COc1ccc(-c2cnc3ccccc3n2)cc1NC(=O)CNC(=O)c1ccccc1,-51,-14,0,-1,9,-101,-8,x
COc1ccc(Cn2c(-c3ccc(OC)cc3)nc3ccccc32)cc1,-11,x,0,x,x,x,-3,5
Nc1ccccc1C(=O)NNC(=O)C(=O)/C=C(\O)c1ccccc1,-53,7,1,2,-5,-62,11,8
CC(=O)c1cccc(NC(=O)CNC(=O)c2cc3ccccc3o2)c1,-12,3,-1,-2,6,-3,-2,x
O=C(N/N=C/c1ccc(OC2CSC2)cc1)c1ccc(CN2CCOCC2)cc1,-42,-5,2,x,-3,15,u,3
O=C(C1CCN(S(=O)(=O)c2cccnc2)CC1)N1CCN(c2cccc(Cl)c2)CC1,18,x,-1,11,-4,37,7,11
Cc1c2n(c3ccccc13)CCC2=O,-2,0,-1,11,2,-7,-1,-15
CCCN1[C@H](C(=O)N(C)C)[C@@H](CO)[C@@H]2Cn3c(ccc(C4=CCCCC4)c3=O)[C@@H]21,-10,x,-1,x,x,x,11,-6

# Compound activity deposited in PubChem BioAssay by Broad Institute.
